Bioassay records deposited in PubChem BioAssay by National Center for Advancing Translational Sciences (NCATS).
BRCA1 expr up – qHTS Assay to Identify Small Molecule Activators of BRCA1 Expression | AID 624202, 2012 | 1.1% of 380,000 active | Potency, µM (top dose mostly 46.1 µM), for inactives: at the highest dose activation, actives largely listed as activators | MCF7-BRCA1-FFLuc reporter, luminescence, 48 h; response scale: scaled: vehicle 0%, 10 µM genistein 100%; further: potency means the concentration at half of the fitted maximal effect; nearly all actives have a fitted effect of over 80% in size; some results filed as inactive show a strong effect at the top dose
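First, MCF7-BRCA1-FFLuc cells (2000/well) attach for 2 h; next, compounds are pin-added and incubated 48 h at 37 °C; finally, luciferase reagent is added and luminescence read after 15 min.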
Integrin act MD – qHTS for Activators of Integrin-Mediated Alleviation for Muscular Dystrophy | alpha7betagal myoblasts, beta-gal FDG fluorescence, 48 h | 0.064% of 350,000 active | Potency, µM (series often up to 38.3 µM), for the others: top-dose activation, usual class: activators;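 further: potency means the concentration at half of the fitted maximal effect; 100% = response of the positive control SU9516; nearly all actives have a fitted effect of over 60% in size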
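alpha7betagal+/- myoblasts (passage 13, 250/well) treated 48 h at 37C with compounds at 1:260 dilution of DMSO stock. Lysed, then beta-galactosidase activity read as FDG fluorescence (ex 480/em 540) after 30 min, with pre-read for autofluorescence.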
A-T KAP1 phos – qHTS Assay for Identifying a Potential Treatment of Ataxia-Telangiectasia; Potency, µM (highest dose often 57.5 µM), for inactives: at the highest dose activation, most hits filed as activators; […] A-T fibroblasts, KAP-1 phosphorylation AlphaLISA; neocarzinostatin DNA damage 30 min before lysis; 0.19% of 320,000 active; AID 485349, 2010; further: potency means the concentration at half of the fitted maximal effect; % of control where 0% means no effect; nearly all actives have a fitted effect of over 45% in size
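ATM-like activity read as KAP-1 phosphorylation via AlphaLISA donor/acceptor antibody pairs after lysis and 6 hr at 25C. Cells were ATM-null patient fibroblasts ([…], hTERT), dosed 60 min, then exposed to the DSB inducer NCS for 30 min.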
TSG101-PTAP inh – qHTS Assay for Iinhibitors of HIV-1 Budding by Blocking the Interaction of PTAP/TSG101. Fluorescence polarization, FITC-PTAP peptide / Tsg101 binding. Potency, µM (titrated, usually from 115 µM), for the others: top-dose activity change, negative = inhibition, hits mostly inhibitors. 340,000 tested, under 10 active. AID 493005, 2010; active means well fitted inhibition curve with a large enough effect in the main read-out, with a control signal flat, not every such curve was filed as active; inconclusive means small, poorly fitted or top-dose-only effect, or effect the other way, or a change in a side signal; inactive means no such curve, though single readings can be large or run the other way; further: potency means the concentration at half of the fitted maximal effect; % of control where 0% means no effect
Target sequence (Q99816 whole entry, looked up): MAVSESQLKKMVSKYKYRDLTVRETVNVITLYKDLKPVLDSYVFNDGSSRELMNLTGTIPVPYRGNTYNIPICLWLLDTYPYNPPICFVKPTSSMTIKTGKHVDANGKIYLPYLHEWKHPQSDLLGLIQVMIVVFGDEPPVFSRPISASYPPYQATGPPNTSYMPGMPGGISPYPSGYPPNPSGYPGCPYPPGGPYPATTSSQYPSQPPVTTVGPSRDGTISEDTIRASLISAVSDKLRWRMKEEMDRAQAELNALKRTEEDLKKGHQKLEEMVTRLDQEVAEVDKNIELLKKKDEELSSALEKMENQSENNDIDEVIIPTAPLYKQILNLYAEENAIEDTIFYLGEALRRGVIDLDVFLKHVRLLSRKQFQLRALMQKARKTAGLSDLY
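Fluorescence polarization binding of Tsg101 binding domain (10 uM final) to FITC-labeled PTAP peptide (50 nM final) in HEPES pH 7.5 buffer with NaCl, Tween 20, EDTA, TCEP. Compounds added before peptide; binding 20 min at RT.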
TRPV1 ag – HTS Assay for Compounds that Act as Agonists of the Vanilloid Receptor 1; Transient receptor potential cation channel subfamily V member 1 (Homo sapiens), Q8NER1; TRPV1-expressing cells, Fluo-8 calcium influx, agonist mode; activation, % at 8.33 µM; 0.19% of 320,000 active; in the data active means activation above about 80%; inconclusive means between about 30% and that limit; further: 0% is about no effect
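TRPV1-expressing cells were cultured overnight at 35.5C and loaded with Fluo-8 calcium dye for 40 to 90 min at room temperature. After a 10 s baseline, compound was added and calcium influx was read kinetically for 3 min (ex 480/em 520 nm).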
B2AR arrestin – qHTS assay of beta-arrestin-biased ligands of beta2-adrenergic receptor. Beta-2 adrenergic receptor (Homo sapiens), P07550. beta-arrestin recruitment to beta2AR, cell-based reporter. Potency, µM (doses to about 46.1 µM), for inactives: at the highest dose activation, usual class: activators. 0.02% of 330,000 active. AID 492947, 2010;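 further: potency means the concentration at half of the fitted maximal effect; 0% = DMSO controls and full agonism = EC100 isoproterenol or metaproterenol; nearly all actives have a fitted effect of over 65% in size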
Target sequence (P07550 whole entry, looked up): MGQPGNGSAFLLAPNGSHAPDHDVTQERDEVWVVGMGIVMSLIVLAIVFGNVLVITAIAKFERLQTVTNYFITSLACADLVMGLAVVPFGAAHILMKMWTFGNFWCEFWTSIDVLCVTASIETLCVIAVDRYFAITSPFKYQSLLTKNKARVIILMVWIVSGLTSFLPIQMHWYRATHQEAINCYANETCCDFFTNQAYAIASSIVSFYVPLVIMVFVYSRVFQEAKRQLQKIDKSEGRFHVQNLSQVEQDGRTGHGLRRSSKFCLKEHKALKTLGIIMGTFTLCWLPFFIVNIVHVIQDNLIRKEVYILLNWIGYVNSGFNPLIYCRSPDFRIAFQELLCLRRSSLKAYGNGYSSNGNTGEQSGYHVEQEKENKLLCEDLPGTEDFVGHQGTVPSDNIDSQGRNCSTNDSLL
p53 reactivator – qHTS assay for re-activators of p53 using a Luc reporter; 0.063% of 320,000 active; H1299 p53-A138V BP100-luciferase reporter, luminescence, 24 h; Potency, µM (series often up to 92.2 µM), for inactives: top-dose activity change, positive = activation, most hits filed as activators; further: potency means the concentration at half of the fitted maximal effect; % of control where 0% means no effect; nearly all actives have a fitted effect of over 45% in size
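p53-null H1299 cells stably carrying temperature-sensitive p53-A138V and a BP100-luciferase reporter were pinned with compounds (4-point, 1:5 series) and held 24 hrs at 37 deg C. Luminescence was read 10 min after detection reagent.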
TCR activator – Activators of T cell receptors: qHTS campaign; primary human leukocytes, anti-CD3, IL-2 HTRF, 48 h; Potency, µM (top dose mostly 9.22 µM), for the others: top-dose activation of IL-2 secretion, usual class: activators; 330,000 tested, under 10 active; AID 504894, 2011; further: % of control where 0% means no effect
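1) Mix primary human leukocytes, a-CD3 beads and compound. 2) Incubate 48 hr. 3) Add HTRF IL-2 reagents (a-IL-2-K, a-IL-2-d2).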
ELG1 DNA repair – qHTS screen for small molecules that inhibit ELG1-dependent DNA repair in human embryonic kidney (HEK293T) cells expressing luciferase-tagged ELG1; HEK293T ELG1-luciferase reporter, luminescence, 16 h; DNA damage induced by 5-fluorouridine; Potency, µM (doses to about 46.1 µM), for inactives: top-dose activity change, negative = inhibition, most hits filed as inhibitors; 2.3% of 330,000 active; AID 504467, 2011; further: potency means the concentration at half of the fitted maximal effect; on the % scale 0 is the no-effect control and ±100 the full control effect; nearly all actives have a fitted effect of over 55% in size
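Step one: seed 2,000 cells per well. Step two: pin-transfer compound or DMSO alongside 5-fluorouridine. Step three: incubate 16 hr, 37 °C, 5% CO2. Step four: add ONE-Glo, wait 30 min, read luminescence.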
CXXC DNA block – qHTS Fluorescence Polarization Assay for Inhibitors of MLL CXXC domain - DNA interaction; Histone-lysine N-methyltransferase 2A (Homo sapiens), Q03164; MLL-CXXC / FITC-HOXA9 DNA fluorescence polarization; Potency, µM (top dose mostly 115 µM), without a hit: top-dose activity change, negative = inhibition, hits mostly inhibitors; 0.037% of 290,000 active; AID 2662, 2010; active means well fitted inhibition curve with a large enough effect in the polarisation, with a control signal flat, not every such curve was filed as active; inconclusive means small, poorly fitted or top-dose-only effect, or effect the other way, or a change in a side signal; inactive means no such curve, though single readings can be large or run the other way; the % refers to the polarisation; further: potency means the concentration at half of the fitted maximal effect
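Purified MLL-CXXC (added from a 7 uM solution) was preincubated 5 min at ambient with pinned compounds in 50 mM Tris-HCl pH 7.5, 50 mM NaCl, 1 mM DTT, 0.05% BSA. Fluorescein-labeled HOX-A9 DNA (50 nM solution) followed, 30 min, then polarization read.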
Active calls of the source: *; ? = inconclusive; nt = not tested or not shown; & = joins results of further samples; [ ] = dose if it differs, or a comment. Unless noted, the call rests on the fitted dose curve; in most records, active means well fitted curve in the direction sought with a large enough effect; inconclusive means small, poorly fitted or top-dose-only effect, or another doubt; inactive means no such curve, though single readings can be large; an effect the other way counts as inactive or inconclusive.

SMILES	BRCA1 expr up	Integrin act MD	A-T KAP1 phos	TSG101-PTAP inh	TRPV1 ag	B2AR arrestin	p53 reactivator	TCR activator	ELG1 DNA repair	CXXC DNA block
CCC(=O)N1CCN(c2ccc(OC)cc2[N+](=O)[O-])CC1	-1%	21%	-1%	-2%	0	-0.4%	-7%	8%	-1%	18%
CC(CCCC(C)(C)O)NC(=O)c1ccc2oc(CCc3ccccc3)nc2c1 (stereo unspecified)	-2%	-24%	1%	-2%	4	-0.6%	0%	5%	?	-4%
Cc1ccc(-c2nnn(Cc3nc4ccccc4s3)n2)cc1	75%	-3%[7.66 µM]	5%	-5%	17	-1.6%	?	-1%	?	1%
CN1C(=O)Cc2cc(S(=O)(=O)N3CCN(c4cccc(C(F)(F)F)c4)CC3)ccc21	-12%	12%	7%	-1%	0	-0.1%	-5%	-3%	8%	9%
CCN(CC)S(=O)(=O)c1cccc(C(=O)N/N=C/c2ccc(O)c(O)c2O)c1	-36%	-6%	-12%	-1%	-1	-0.1%	-3%	9%[46.1 µM]	-14%	16%
CCn1c(SCC(=O)NC2CCCCC2)nnc1C(CO)NC(=O)c1ccccc1 (stereo unspecified)	-6%	7%	8%	-3%	1	-0.4%	6%	-1%	2%	7%
CN1CCCN(CC(O)COCc2cccs2)CC1 (stereo unspecified)	1%	-32%[inhibitor]	-2%	0%	1	-0.3%	12%	5%	28%	8%
Cc1ccc(CCNC(=O)C2CC(c3cccc(F)c3)=NO2)cc1 (stereo unspecified)	-5%	0%	14µM*	-2%	-4	-0.5%	-6%	0%	?	1%
Cc1ccc(CN=C(N)Nc2nc(C)cc(C)n2)cc1	-87%	-63%[inhibitor]	-8%	-2%	1	0.2%	5%	11%	?	8%
Cc1oc(-c2cc3c(cc2Cl)OCO3)nc1CN1CCCC(C(=O)N2CCOCC2)C1 (stereo unspecified)	-1%	-23%	-3%	-1%	9	-0.1%	-2%	3%	0%	4%
COc1cccc(C(=O)Nc2c3c(nn2-c2cccc(C)c2C)CS(=O)(=O)C3)c1OC	1%	-27%	-4%	-8%	8	-0.1%	-15%	-2%	?	-7%
Cn1c(SCC(=O)Nc2ccccc2-c2ccccc2)nnc1-c1ccco1	2%	-2%	7%	-2%	0	0.1%	5%	-3%	-7%	5%
CCOC(=O)C1(CCOc2ccccc2)CCN(Cc2ccc3c(c2)OCCO3)CC1	-14%	-57%[inhibitor]	7%	-7%	12	-0.1%	5%	nt	?	1%
Cc1ccc(S(=O)(=O)Nc2ccc(Cl)cc2C(=O)c2ccccc2)cc1	-70%	23%	-4%	-1%	19	-0.4%	21%	9%[46.1 µM]	-5%	3%
OCC1(Cc2ccc(F)cc2)CCCN(CCc2ccccc2)C1 (stereo unspecified)	2%	-35%	6%	-6%	10	0.0%	?	-2%	-13%	0%
CC(C)n1cnc2c(NCc3ccccc3)nc(NCc3ccccc3)nc21	-11%	0%	-23%	1%	?	0.3%	2%	6%	0%	-3%
CCOC(=O)C1CCN(C(=O)c2ccccc2NC(=O)c2ccc(Br)cc2)CC1	0%	-6%	5%	-2%	7	-1.4%	-2%	-1%[46.1 µM]	-12%	-12%
CCCCOc1ccc(-c2c(C(=O)Nc3ccccc3)c(C)[nH]c(=S)c2C#N)cc1	-27%	3%	-3%	-9%	0	0.3%	0%	nt	3%	-10%
CC1=CC(C)(C)Nc2cc(C)c(C)cc21	-4%	12%	9%	-1%	1	0.4%	0%	16%	11%	3%
NC(=O)c1ccsc1NC(=O)COC(=O)c1ccc(Cl)c(N)c1	-10%	26%	1%	-1%	0	-0.1%	-2%	4%	12µM*	nt

The list goes on, overlapping the part above by two compounds.
SMILES	BRCA1 expr up	Integrin act MD	A-T KAP1 phos	TSG101-PTAP inh	TRPV1 ag	B2AR arrestin	p53 reactivator	TCR activator	ELG1 DNA repair	CXXC DNA block
CC1=CC(C)(C)Nc2cc(C)c(C)cc21	-4%	12%	9%	-1%	1	0.4%	0%	16%	11%	3%
NC(=O)c1ccsc1NC(=O)COC(=O)c1ccc(Cl)c(N)c1	-10%	26%	1%	-1%	0	-0.1%	-2%	4%	12µM*	nt
Cc1ccc(NC(=O)CSc2nnc(-c3ccco3)o2)cc1	1%	-12%	2%	5%	-3	-0.8%	5%	7%	8%	3%
CCOC(=O)C1=C(CN2CCCCC2)NC(=O)NC1c1cc(C)ccc1C (stereo unspecified)	-36%	-10%	-6%	nt	5	0.1%	0%	nt	-1%	-15%
Cc1ccc(C(=O)Nc2ccc3c(c2)C(=O)N(C)C3=O)c(C)c1	-7%	-1%	9%	-1%	2	0.3%	8%	6%	8%	23%
COCCN(CCOC)C(=O)C1CCN(c2ccc(S(=O)(=O)N3CCOCC3)cc2[N+](=O)[O-])CC1	0%	-13%	-1%	0%	0	-1.3%	1%	-2%	9%	nt
CC(C)Cn1c(N)c(C(=O)COC(=O)c2cccc(F)c2)c(=O)n(C)c1=O	-34%	2%	12%	0%	3	-0.1%	3%	7%	?	3%
c1ccc(-c2nc(N3CCNCC3)nc3ccccc23)cc1	-9%	-16%	nt	-1%	-9	-0.8%	-1%	3%	?	5%
Cc1ccc(C)c(S(=O)(=O)N2CCN(C(=O)CCC(=O)NCc3ccc(Cl)cc3)CC2)c1	3%	24%	-2%	-8%	12	0.1%	4%	nt	8%	nt
O=C(O)Cn1c(O)c(C=Nc2ccccc2)sc1=S	1%&-25%	5%&2%	2%&-1%	-6%&-1%	-10&0	-2.0%&0.3%	-2%&1%	1%	14%&13%	-1%&15%
COCC(C)NC(=O)C1CCN(S(=O)(=O)c2ccc3ccccc3c2)CC1 (stereo unspecified)	-26%	28%	1%	-3%	0	0.2%	4%	-2%	-5%	nt
COc1cccc(CSc2nnc(-c3ccc(F)cc3)o2)c1	49%	24%	11%	-6%	21	0.0%	18%	3%	?	0%
CCCN1C(=O)CC(C(=O)OC)=C1C	22%	3%	-1%	-1%	-2	0.2%	1%	6%	-1%	-5%
Cc1cc(=O)[nH]c(SCC(=O)Nc2nnc(CC(C)C)s2)n1	-12%	11%	-6%	-6%	-1	-0.4%	3%	5%	10%	-4%
CCOC(=O)C1=NN(c2ccc(F)cc2)C2=NC(C)=C(C(=O)OC)C(c3cccs3)N12 (stereo unspecified)	1%	21%	nt	2%	nt	nt	nt	1%	nt	nt
COC(=O)c1ccc(OC(=O)c2ccc(OC)cc2)c(OC)c1	25%	17%	7%	-12%	6	-0.6%	5%	2%	6%	77%[activator]
CN(CC(=O)Nc1c(Cl)cccc1Cl)C(=O)Cc1ccc2c(c1)CCC2	-11%	14%	3%	0%	3	-0.1%	-10%	4%	-3%	nt
CCOC(=O)c1c(-c2cccs2)csc1NC(=O)C(C)(C)C	-18%	-5%	14%	0%	0	-1.1%	?	-2%	?	5%
COc1ccc(C(CCN2CCN(c3ccccc3)CC2)c2c(OC)cc(OC)c3c(-c4ccccc4)cc(=O)oc23)cc1 (stereo unspecified)	-8%	-6%	-24%	-2%	2	-0.2%	3%	-4%	-2%	-4%
O=C1c2ccccc2N2C(=O)c3ccccc3[C@H]2N1c1ccccc1	-21%	8%	nt	1%	?	-0.7%	-3%	8%	?	5%
Cc1ccc(-c2c[n+](Cc3cccc(Cl)c3)c3n2CCC3)cc1	-72%	-32%	3%	-2%	-4	-1.6%	-4%	13%	10µM*	5%
OCCC1CN(Cc2c(F)cccc2Cl)CCN1C1CCCC1 (stereo unspecified)	4%	-19%	-4%	0%	0	-0.4%	1%	1%	0%	2%
COc1ccc(/C=C/c2nc(C#N)c(NCCN(C)C)o2)cc1OC	0%	-15%	4%	-1%	-2	0.0%	nt	nt	16%	-3%
COc1ccc(CNC(=O)NC(C)(C)c2cccc(C(C)(C)NC(=O)NCc3ccc(OC)cc3)c2)cc1	13%	9%	1%	3%	0	0.6%	-6%	2%[46.1 µM]	0%	5%
COc1ccc(Nc2nc(OC)nc(N3CCOCC3)n2)cc1	-4%	10%	-2%	0%	?	-0.9%	5%	4%	13%	3%
O=S(=O)(c1ccc(F)c(F)c1)N1CCC2(CC1)OCCO2	1%	5%	3%	-4%	0	0.0%	-3%	1%	-21%	0%
COc1ccc(C(=O)NCc2ccc(C)cc2)cc1S(=O)(=O)N1CCCc2ccccc21	-50%	-4%	nt	-10%	3	-0.2%	10%	-4%	-10%	3%
